# D2 PAM = positive allosteric modulators of human D2 dopamine receptor | P14416 | HEK293 T-REx D2, calcium flux, EC20 dopamine potentiation | potentiation, % at 10 µM | actives 0.34% (n = 340,000);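 active = potentiation over 3 SD above the plate norm, cut at about 30% in these data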; also: 0% is about no effect
# Target sequence (P14416 whole entry, looked up): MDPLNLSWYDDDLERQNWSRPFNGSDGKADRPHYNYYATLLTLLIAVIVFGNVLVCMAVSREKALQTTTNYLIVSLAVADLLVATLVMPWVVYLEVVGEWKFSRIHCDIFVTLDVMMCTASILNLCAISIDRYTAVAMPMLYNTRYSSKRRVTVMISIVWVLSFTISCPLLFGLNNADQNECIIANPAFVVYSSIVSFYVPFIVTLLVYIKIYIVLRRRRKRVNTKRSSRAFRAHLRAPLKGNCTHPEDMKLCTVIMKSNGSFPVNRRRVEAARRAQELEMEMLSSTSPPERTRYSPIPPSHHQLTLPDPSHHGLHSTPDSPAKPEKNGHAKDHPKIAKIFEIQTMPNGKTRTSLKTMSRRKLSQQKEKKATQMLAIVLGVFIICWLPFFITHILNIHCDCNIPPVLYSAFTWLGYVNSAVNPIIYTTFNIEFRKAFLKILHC
#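 Tetracycline-induced Hek293 Trex D2 cells, force-coupled to calcium, loaded with no-wash calcium dye. Compound added with 180 s kinetic read for agonism, then EC20 dopamine and a further 180 s read for potentiation.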
# RXFP1 agonist = RXFP1 (human) receptor agonism; Q9HBX9; HEK293T-RXFP1 cAMP TR-FRET, 30 min; response scale: percent of porcine relaxin response, buffer zero; Potency, µM (highest dose often 57.5 µM), without a hit: at the highest dose activation, usual class: activators; actives 0.3% (n = 370,000); active = well fitted activation curve with a large enough effect; also: potency is read from the fitted curve at half-maximal effect; % is scaled to controls: 0 for no effect and ±100 for the full control effect; nearly all actives have a fitted effect of over 60% in size; many of its hits are not listed in these tables
#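 cAMP rise read by TR-FRET after 30 min, 37C compound exposure (up to 58 uM) in RXFP1-transfected HEK293 cells with Ro 20174 present. EC50 from Hill-equation fits, with 29 nM porcine relaxin as 100% and buffer as basal.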
# D1 antagonist = human D1 dopamine receptor antagonism. actives 3.2% (n = 360,000). HEK293 TREx D1 cells, calcium flux, dopamine EC80; stronger effect = lower value. activity change, negative = inhibition, % at 10 µM; in the data active = activity change below about -30%; also: % is scaled to controls: 0 for no effect and ±100 for the full control effect
#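 Tetracycline-induced HEK293 Trex D1 cells, force-coupled to calcium, dye-loaded; compounds added and read 180 s, then EC80 dopamine added and calcium flux tracked kinetically another 180 s.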
# RXFP1 antag = antagonists of human relaxin receptor RXFP1. activity change, negative = inhibition, % at 57.5 µM. Q9HBX9. AID 1259400. HEK293-RXFP1, relaxin-stimulated cAMP HTRF, 30 min; stronger effect = lower value. actives 0.59% (n = 350,000);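 active = activity change of -60% or lower, but not beyond a set lower limit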; also: % is scaled to controls: 0 for no effect and ±100 for the full control effect
# TRHR PAM = allosteric enhancers of human TRH receptor; TRHR cells, fluo-8 calcium fluorescence, EC20 TRH enhancement; actives 0.66% (n = 360,000); AID 493056; enhancement, % at 2 µM; in the data active = enhancement above about 30%; also: 0% is about no effect
# Target sequence (P34981 whole entry, looked up): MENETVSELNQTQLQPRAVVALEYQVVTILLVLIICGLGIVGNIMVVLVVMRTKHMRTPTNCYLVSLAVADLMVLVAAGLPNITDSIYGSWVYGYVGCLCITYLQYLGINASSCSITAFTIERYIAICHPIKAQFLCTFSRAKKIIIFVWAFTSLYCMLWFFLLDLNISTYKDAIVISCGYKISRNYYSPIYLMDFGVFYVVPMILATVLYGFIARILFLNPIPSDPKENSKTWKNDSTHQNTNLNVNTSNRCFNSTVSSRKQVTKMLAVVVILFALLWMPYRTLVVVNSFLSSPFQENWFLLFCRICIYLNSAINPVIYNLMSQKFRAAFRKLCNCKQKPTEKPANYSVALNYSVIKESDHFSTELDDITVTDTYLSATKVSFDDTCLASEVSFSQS
#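 TRHR-expressing cells loaded with fluo-8 calcium dye were read kinetically (ex 480/em 530) during compound addition, then stimulated with an EC20 of TRH (10 nM final). Enhancement of the Gq-mediated intracellular calcium response was scored.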
# D2 antag = antagonists of human D2 dopamine receptor; P14416; HEK293 TREx D2 cells, calcium flux, dopamine EC80; inhibition, % at 10 µM; actives 2% (n = 340,000); in the data active = inhibition above about 30%; also: 0% is about no effect
#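 Cells plated overnight at 30 C with tetracycline; no-wash calcium dye, 30–90 min RT; 10 s baseline; compound pinned; 180 s read; EC80 dopamine added; another 180 s read.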
# D2 ag = D2 dopamine receptor (human) agonism; P14416; activation, % at 2 µM; HEK293 T-REx D2 cells, calcium flux agonist mode; AID 485358; actives 0.53% (n = 340,000);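 active = activation over 3 SD above normal in the single-dose calcium agonist read, cut at about 30% in these data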; also: 0% is about no effect
#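 Tetracycline-induced HEK293 T-REx cells with force-coupled D2 receptor, plated overnight at 30 C, loaded with no-wash calcium dye. After a 10 s baseline, compound was pin-added and calcium flux read kinetically for 180 s; calcium rises flagged agonists.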
# D1 agonist = agonists of human D1 dopamine receptor. actives 1% (n = 360,000). HEK293 T-REx D1 cells, calcium flux, agonist mode. P21728. activation, % at 2 µM. AID 504660; in the data active = activation above about 30%; also: 0% is about no effect
#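 Tetracycline-induced HEK293 TREx D1 cells, force-coupled to calcium signalling, were dye-loaded with a no-wash calcium kit. Compound was pin-added after a 10 s baseline. Fluorescence was read kinetically at 1 cycle/s for 180 s, with calcium rises flagged as agonism.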
# D1 potentiator = potentiators of human D1 dopamine receptor. HEK293 TREx D1 cells, calcium flux, dopamine EC20 potentiation. potentiation, % at 10 µM. actives 0.036% (n = 360,000). AID 504651. P21728; in the data active = potentiation above about 30%; also: 0% is about no effect
# * hit, by the source's call; / = no result given. Not all compounds are listed, so the mix of outcomes need not match the whole.
[1] CC(C)CC(NC(=O)C1CCC(C)CC1)C(=O)OCC(=O)c1ccc(Cl)cc1 (configuration not stated)
[2] Fc1cccc(/C=N/Nc2nc3ccccc3[nH]2)c1
[3] NC(=O)c1ccc(Oc2ccc3c(c2)CCC3)c([N+](=O)[O-])c1
[4] CCC(=O)N1CCc2cc(Br)cc(S(=O)(=O)NCCc3ccc(OC)c(OC)c3)c21
[5] O=C(N/N=C/c1ccccc1Cl)c1[nH]c2ccc(Br)cc2c1-c1ccccc1
[6] CC1=NN(c2ccc(Cl)c(C(=O)O)c2)C(=O)/C1=C\c1ccc(-c2ccc(C(=O)O)cc2)o1
[7] COc1ccc(N2CCN(C(CNC(=O)C3CCCCC3)c3cccnc3)CC2)cc1 (configuration not stated)
[8] COc1ccccc1NC(C)C(=O)N/N=C/c1cccs1 (configuration not stated)
Compound	1	2	3	4	5	6	7	8
D1 agonist	3	1	1	2	1	3	1	2
RXFP1 agonist	-1.9%	-0.1%	0.3%	0.5%	0.9%	7.0%	-2.4%	-2.2%
D1 potentiator	-3	0	-6	2	-1	0	5	-3
TRHR PAM	1	-1	12	-6	7	-4	-4	-5
D2 ag	-2.2	0.0	-0.9	0.4	0.8	0.3	0.1	-0.2
D2 antag	/	0	8	/	2	-1	5	-21
RXFP1 antag	/	-8	-12	/	-25	-3	5	-9
D2 PAM	17	-1	23	0	-3	-12	-1	0
D1 antagonist	-10	4	-11	-7	7	-3	-6	3

[9] CCOC(=O)c1c(C)[nH]c2cc(Br)c(O)cc12
[10] O=C1NC2=C(C(=O)CCC2)C(c2ccccc2Cl)N1 (configuration not stated)
[11] C=CCOc1c(Br)cc(CNc2ccc(NC(=O)C(C)C)c(OC)c2)cc1OCC
[12] CC1c2[nH]c3ccccc3c2CCN1S(C)(=O)=O (configuration not stated)
[13] Cc1cc(C)cc(NC(=O)Nc2cc(S(=O)(=O)N(C)C)ccc2C)c1
[14] O=C(Cn1nc(Cc2cccnc2)c2ccccc2c1=O)Nc1ccc(F)c(Cl)c1
[15] Cc1csc(Sc2ccc(S(=O)(=O)N3CCCC3)cn2)n1
[16] O=C1CN(S(=O)(=O)c2ccc3c(c2)OCCO3)CCN1S(=O)(=O)c1c(F)cccc1F
Compound	9	10	11	12	13	14	15	16
D1 agonist	4	1	2	3	11	2	-1	8
RXFP1 agonist	1.5%	-2.0%	-0.4%	-0.5%	1.1%	0.2%	-0.8%	/
D1 potentiator	-8	-3	-6	1	-5	3	-1	5
TRHR PAM	0	-4	4	-4	1	7	1	-3
D2 ag	0.3	1.3	-1.9	0.0	1.2	-1.2	0.5	/
D2 antag	7	0	-7	29	1	/	-32	/
RXFP1 antag	-20	5	9	-3	-4	19	10	/
D2 PAM	-4	3	0	-4	-18	3	-6	/
D1 antagonist	-14	1	2	-12	-19	15	13	0

[17] Cc1ccc(N2CCN(C(=O)c3cc4cc5ccc(C)cc5nc4s3)CC2C)cc1 (configuration not stated)
[18] ClCc1ncc(-c2ccc(Cl)cc2)o1
[19] COc1cc(/C=C/C(=O)N(C)CC(=O)Nc2ccccc2Br)cc2c1OCCO2
[20] O=C1/C(=C/c2ccc(Br)cc2)Oc2cc(O)ccc21
[21] CC(=O)c1cccc(NC(=O)c2cnccn2)c1
[22] Cc1ccc(NCc2nnc(SCCN3CCCCC3)n2CC2CCCO2)cc1Cl (configuration not stated)
[23] CCN(CC(=O)NC1CCS(=O)(=O)C1)S(=O)(=O)c1ccc(Cl)c(C(F)(F)F)c1 (configuration not stated)
[24] CC(=O)Nc1ccc(NC(=S)NC(=O)C2CCCC2)cc1
Compound	17	18	19	20	21	22	23	24
D1 agonist	2	0	1	45*	6	3	5	4
RXFP1 agonist	3.2%	-0.1%	-0.9%	8.1%	4.3%	2.8%	2.3%	3.2%
D1 potentiator	-1	-5	/	-6	0	-3	-7	-13
TRHR PAM	-1	-1	-3	0	-2	-2	0	0
D2 ag	0.7	2.6	-1.3	/	0.4	-0.4	0.5	4.0
D2 antag	/	14	-31	/	7	24	11	7
RXFP1 antag	/	-6	-6	2	4	0	0	-5
D2 PAM	-9	1	7	6	6	-14	3	-4
D1 antagonist	-4	2	15	-10	5	7	-3	1

[25] CCN(CC)c1nc(-c2ccccc2)nc2c1sc(=S)n2CC
[26] C[C@@H]1CN(c2c(F)c(N)c3c(=O)c(C(=O)O)cn(C4CC4)c3c2F)C[C@H](C)N1
[27] Cc1nc(N2CCC(C)CC2)c2c(C)c(C(=O)Nc3ccc(C(F)(F)F)cc3)sc2n1
[28] CCCCNC(=O)c1cc2nc3c(c(C(F)(F)F)n2n1)CCc1ccccc1-3
[29] Cc1nc2c(c(C)nn2-c2ccccc2)c(C)c1CCC(=O)Nc1ccc(CN2CCCC2)cc1
[30] Cc1ccc(CC(=O)N2CCN(c3cccc(C(F)(F)F)c3)CC2)cc1
[31] Cc1ccc(OCC(=O)N2c3ccccc3NC(=O)C2(C)C)c([N+](=O)[O-])n1
[32] O=C(NCc1ccc2c(c1)OCO2)c1cnc2n(c1=O)CCS2
Compound	25	26	27	28	29	30	31	32
D1 agonist	2	1	-3	0	22	8	1	6
RXFP1 agonist	1.1%	0.4%	2.2%	4.5%	-1.0%	1.9%	-0.2%	6.3%
D1 potentiator	-3	-2	4	-4	-17	0	1	/
TRHR PAM	-2	1	2	7	1	4	-4	3
D2 ag	0.3	0.2	-0.6	-0.7	0.1	-1.0	-0.9	1.1
D2 antag	-12	18	3	-7	-5	21	-6	-11
RXFP1 antag	-8	5	3	9	-4	-17	3	/
D2 PAM	/	7	1	5	3	-6	2	6
D1 antagonist	5	4	-10	10	-39*	-19	-14	-13

# Part of the list above, with bars between the fields:
entry | canonical_smiles | D1 agonist | RXFP1 agonist | D1 potentiator | TRHR PAM | D2 ag | D2 antag | RXFP1 antag | D2 PAM | D1 antagonist
21 | CC(=O)c1cccc(NC(=O)c2cnccn2)c1 | 6 | 4.3% | 0 | -2 | 0.4 | 7 | 4 | 6 | 5
22 | Cc1ccc(NCc2nnc(SCCN3CCCCC3)n2CC2CCCO2)cc1Cl (configuration not stated) | 3 | 2.8% | -3 | -2 | -0.4 | 24 | 0 | -14 | 7
23 | CCN(CC(=O)NC1CCS(=O)(=O)C1)S(=O)(=O)c1ccc(Cl)c(C(F)(F)F)c1 (configuration not stated) | 5 | 2.3% | -7 | 0 | 0.5 | 11 | 0 | 3 | -3
24 | CC(=O)Nc1ccc(NC(=S)NC(=O)C2CCCC2)cc1 | 4 | 3.2% | -13 | 0 | 4.0 | 7 | -5 | -4 | 1
25 | CCN(CC)c1nc(-c2ccccc2)nc2c1sc(=S)n2CC | 2 | 1.1% | -3 | -2 | 0.3 | -12 | -8 | / | 5
26 | C[C@@H]1CN(c2c(F)c(N)c3c(=O)c(C(=O)O)cn(C4CC4)c3c2F)C[C@H](C)N1 | 1 | 0.4% | -2 | 1 | 0.2 | 18 | 5 | 7 | 4
27 | Cc1nc(N2CCC(C)CC2)c2c(C)c(C(=O)Nc3ccc(C(F)(F)F)cc3)sc2n1 | -3 | 2.2% | 4 | 2 | -0.6 | 3 | 3 | 1 | -10
28 | CCCCNC(=O)c1cc2nc3c(c(C(F)(F)F)n2n1)CCc1ccccc1-3 | 0 | 4.5% | -4 | 7 | -0.7 | -7 | 9 | 5 | 10
29 | Cc1nc2c(c(C)nn2-c2ccccc2)c(C)c1CCC(=O)Nc1ccc(CN2CCCC2)cc1 | 22 | -1.0% | -17 | 1 | 0.1 | -5 | -4 | 3 | -39*

# (next part)
[33] COc1ccccc1OCC(O)Cn1c(=N)n(Cc2ccccc2)c2ccccc21 (configuration not stated)
[34] O=C(Nc1ccccc1)c1cnc2n(c1=O)CCS2
[35] COc1ccc(CN2CCN(c3ncnc4sc5c(c34)CCCC5)CC2)cc1F
[36] C=C(C)COc1ccc(-c2nc(N)ncc2-c2ccc(OC)c(OC)c2)c(O)c1
[37] Cc1cc(F)ccc1S(=O)(=O)Nc1ccccc1C(=O)N1CCCC1
[38] CN(/N=C/c1cc(Cl)cc(Cl)c1O)c1c(Cl)cccc1[N+](=O)[O-]
[39] Cc1cccc(Cn2c(=O)n(-c3ccc(CC(=O)NCc4ccco4)cc3)c(=O)c3sccc32)c1
[40] CC(=O)N1CCc2cc(S(=O)(=O)NCCC(=O)NC3CCCCCC3)ccc21
Compound	33	34	35	36	37	38	39	40
D1 agonist	47*	2	0	2	0	4	7	-1
RXFP1 agonist	-0.5%	-1.4%	-0.3%	-0.7%	0.8%	1.8%	0.4%	1.4%
D1 potentiator	-9	-2	-1	-7	-4	6	-6	-10
TRHR PAM	-3	-4	-22	23	-2	-5	-9	-1
D2 ag	0.8	-0.1	/	0.6	0.1	-0.9	1.3	2.7
D2 antag	-35	1	/	6	-7	8	7	0
RXFP1 antag	-8	/	-19	-2	0	-33	/	3
D2 PAM	/	3	-22	2	-8	6	7	-7
D1 antagonist	-62*	10	2	8	1	-5	7	-16

[41] CCSc1ncc(Cl)c(C(=O)Nc2ccc(S(=O)(=O)N3CCCCC3)cc2)n1
[42] O=[N+]([O-])c1nn(-c2ccc3c(c2)OCCO3)n(O)c1=Nc1ccc(Cl)cc1
[43] COc1cccc(OC)c1C(=O)NC(=S)Nc1ccc(S(=O)(=O)Nc2nccs2)cc1
[44] COCCOCC(O)CN1CCN(c2ccc(C)cc2)CC1 (configuration not stated)
[45] CCN(CC)CC(O)COc1ccccc1C(=O)CCc1ccccc1 (configuration not stated)
[46] COc1ccc(C2N(c3ccccc3)CCN2c2ccccc2)cc1O
[47] Cc1ccc(C)c(Cn2c(=O)n(Cc3ccco3)c(=O)c3oc4ccccc4c32)c1
[48] CCNc1nc(Nc2ccc(C)c(Cl)c2)c2cnn(C)c2n1
Compound	41	42	43	44	45	46	47	48
D1 agonist	5	0	0	6	15	2	1	3
RXFP1 agonist	2.2%	4.4%	0.4%	2.5%	-1.5%	-0.3%	0.3%	8.7%
D1 potentiator	-3	-1	-2	-3	-5	3	-4	4
TRHR PAM	-10	-6	-7	-11	-6	5	-3	-6
D2 ag	/	0.8	/	0.3	0.4	1.4	0.5	/
D2 antag	/	1	/	-12	-16	10	/	/
RXFP1 antag	/	29	-5	-4	-13	-29	7	-1
D2 PAM	-4	-8	/	17	-16	3	7	/
D1 antagonist	-11	2	-3	1	-29	1	10	13

[49] Cc1cccnc1NC(=O)c1cccc(S(=O)(=O)N2CCN(c3ccccc3)CC2)c1
[50] Cc1ccccc1NC(=O)CSCCN1C(=O)c2ccccc2C1=O
[51] Cc1ccc(-c2c(=O)n(OCc3ccccn3)c3ccccc3[n+]2[O-])cc1
[52] O=C1NC(=O)C(CC(=O)N(Cc2cccs2)C2(C(=O)NC3CCCCC3)CCCCC2)N1 (configuration not stated)
Compound	49	50	51	52
D1 agonist	7	1	0	-1
RXFP1 agonist	0.0%	-2.2%	2.4%	1.0%
D1 potentiator	5	-6	3	-4
TRHR PAM	-9	-2	-1	-4
D2 ag	0.9	1.4	0.6	2.3
D2 antag	-8	-1	1	-14
RXFP1 antag	-12	16	/	0
D2 PAM	-10	3	6	-1
D1 antagonist	-18	-30	7	6

# Source: PubChem BioAssay
